# AddAB inh: growth inhibition of E. coli expressing H. pylori AddAB, primary screen, AddAB inhibitor project, absorbance; inhibition, % at 11.9 µM; 330,000 compounds, 0.29% hits; AID 435030, 2010; in the data active = inhibition above about 12%;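 note: 0% = vehicle wells of infected cells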
# HTR5A ag ctr: HTR5A agonists in luminescence cell assay, primary screen, counter-screen for OPRM1-OPRD1 heterodimer agonist project, full-deck HTS; 340,000 compounds, 0.61% hits; activation, % at 9.3 µM; cell-based; AID 504692, 2011; in the data active = activation mostly above about 9.5%, no sharp cut-off; inactive = mostly below about 7.6%;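 note: 0% = cells with vehicle only and 100% = reference agonist; strong numbers were not always called active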
# phage Ecoli inh: growth loss of phage-infected E. coli, primary screen, RecBCD inhibitor project, absorbance, with phage, HTS; inhibition, % at 11.9 µM; 360,000 compounds, 0.26% hits; AID 651602, 2012; in the data active = inhibition above about 11%
# CDK5 inh: inhibitors of human CDK5/p35 kinase, primary screen, biochemical, single concentration; Cyclin-dependent kinase 5 (Homo sapiens) + Cyclin-dependent kinase 5 activator 1 (Homo …; inhibition, % at 10 µM; 330,000 compounds, 0.01% hits; Recombinant CDK5/p35, ADP-Glo luminescence, 60 min;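 active = highest replicate inhibition of at least 50% and at least 75% of replicates reaching 50%; inconclusive = only one of the two criteria met; inactive = both criteria failed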;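 note: plate controls were DMSO neutral control for no effect and GW8510 at 10 µM for full effect; many of its hits are not listed in these tables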
# Target sequence (Q00535 whole entry, looked up): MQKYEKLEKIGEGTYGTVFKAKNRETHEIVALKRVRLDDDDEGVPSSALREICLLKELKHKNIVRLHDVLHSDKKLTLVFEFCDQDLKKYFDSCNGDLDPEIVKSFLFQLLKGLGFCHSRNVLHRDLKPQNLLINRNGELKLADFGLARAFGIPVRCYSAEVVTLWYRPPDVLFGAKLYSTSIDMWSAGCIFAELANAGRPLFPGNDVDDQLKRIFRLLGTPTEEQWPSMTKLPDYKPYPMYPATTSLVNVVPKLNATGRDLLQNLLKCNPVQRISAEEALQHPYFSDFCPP
# Target sequence (Q15078 whole entry, looked up): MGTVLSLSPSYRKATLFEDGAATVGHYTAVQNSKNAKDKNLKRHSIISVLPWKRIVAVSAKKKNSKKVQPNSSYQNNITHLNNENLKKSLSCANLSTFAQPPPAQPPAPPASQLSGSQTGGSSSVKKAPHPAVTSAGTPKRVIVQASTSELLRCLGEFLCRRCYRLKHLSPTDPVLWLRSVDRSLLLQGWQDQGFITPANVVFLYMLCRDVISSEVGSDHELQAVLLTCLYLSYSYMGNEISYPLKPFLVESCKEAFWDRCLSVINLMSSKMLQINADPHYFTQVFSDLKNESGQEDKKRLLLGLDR
# Mot1-301 SUMO: yeast Mot1-301 growth rescue at high temperature, primary screen, SUMOylation pathway inhibitor project, S. cerevisiae, ATP luminescence, 38.5C | AID 2716, 2010 | 320,000 compounds, 1% hits | growth rescue, % at 18.8 µM | S. cerevisiae Mot1-301 growth rescue; percent above DMSO median, 100 means doubled;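 active = every valid replicate shows activation above 250% relative to neutral control wells; inactive = the rest, any valid replicate at or below 250%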;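 note: OY570 slx delta 5 strain wells were the positive control but not used for scaling; some compounds called inactive have numbers as strong as hits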
# DAGLB inh: DAGLB lipase inhibitors, primary screen, biochemical, fluorescence, HTS; Diacylglycerol lipase-beta (Homo sapiens), Q8NCG7; AID 504411, 2011; HEK293T DAGLB membrane lysate, EnzChek fluorogenic substrate; 340,000 compounds, 0.059% hits; inhibition, % at 5.17 µM; in the data active = inhibition above about 34%;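 note: 0% = enzyme with vehicle and 100% = wells lacking enzyme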
# PKA-R2B act: activators of PKA-R2B holoenzyme, primary screen, biochemical, fluorescence polarization, Cy5-IP20, human; cAMP-dependent protein kinase catalytic subunit beta (Homo sapiens) + cAMP-dependent …; PKA-R2B holoenzyme dissociation; R2B truncated from residue 108, S112A mutant; 0% DMSO only, 100% 113 µM cGMP; activation, % at 11.4 µM; 340,000 compounds, 0.079% hits;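 active = activation above a cutoff set at the mean over all compounds plus 3 SD, cut at about 18% in these data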;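 note: higher means more holoenzyme dissociation and a rise in polarization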
# Target sequence (P31323 whole entry, looked up, other chains not shown, the tested form may be a part): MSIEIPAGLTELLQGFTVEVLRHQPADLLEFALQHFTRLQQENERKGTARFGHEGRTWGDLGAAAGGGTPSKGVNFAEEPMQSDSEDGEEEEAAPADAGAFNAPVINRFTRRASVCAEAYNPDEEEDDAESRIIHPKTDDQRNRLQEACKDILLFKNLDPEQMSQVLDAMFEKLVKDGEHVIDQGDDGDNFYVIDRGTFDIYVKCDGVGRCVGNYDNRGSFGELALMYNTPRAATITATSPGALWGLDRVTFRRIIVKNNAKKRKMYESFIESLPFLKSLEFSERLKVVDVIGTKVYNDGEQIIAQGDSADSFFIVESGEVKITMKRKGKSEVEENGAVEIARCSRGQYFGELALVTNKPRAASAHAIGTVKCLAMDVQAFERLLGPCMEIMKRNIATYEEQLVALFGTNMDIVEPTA
# PKA-R1A act: activators of PKA-R1A holoenzyme, primary screen, biochemical, fluorescence polarization, Cy5-IP20, bovine R1A, mouse PKAc. cAMP-dependent protein kinase type I-alpha regulatory subunit (Bos taurus) + …. PKA-R1A dissociation; scaled: DMSO 0%, 113 µM cGMP 100%. activation, % at 11.4 µM. 340,000 compounds, 0.083% hits;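 active = percent activation above the mean of all tested compounds plus 3 SD, cut at about 19% in these data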;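 note: higher means more PKAc released from R1A so a rise in polarization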
# Ecoli viability: E. coli V3065 growth inhibition, primary screen, counter-screen for AddAB inhibitor project, absorbance, OD600 | 330,000 compounds, 0.27% hits | inhibition, % at 11.9 µM | 18 h;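 active = inhibition above the campaign's mean inhibition across all tested compounds plus 3 SD, cut at about 9.9% in these data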;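 note: uninfected addAB+ strain grown without phage in ampicillin broth; 0% = DMSO wells and 100% = ciprofloxacin 0.95 µg/ml wells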
# Tat transport: E. coli Tat export inhibitors, primary screen, MC4100, TorA-mCherry reporter, fluorescence, single point; inhibition, % at 10 µM; 340,000 compounds, 0.036% hits; AID 488895, 2010;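 active = mean replicate inhibition at least 50% and at least half of replicates individually reaching 50%; inconclusive = only one of the two criteria met; inactive = neither criterion met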;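 note: exported cargo escapes ClpAP degradation while cytoplasmic cargo is degraded and loses fluorescence; 0% = median of neutral control wells and 100% = median of NaSCN control wells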
# HTR5A inv ctr: HTR5A inverse agonists in luminescence cell assay, primary screen, counter-screen for OPRM1-OPRD1 heterodimer inverse agonist project, full-deck HTS; inhibition, % at 9.3 µM; 340,000 compounds, 0.083% hits; 5-hydroxytryptamine receptor 5A (Homo sapiens), P47898; HTR5A cell line, inverse agonism; in the data active = inhibition mostly above about 23%, no sharp cut-off; inactive = mostly below about 18%;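 note: 0% = cells with DMSO and 100% = no-cell wells with DMSO; some compounds called inactive have numbers as strong as hits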
# Active calls of the source: *; ? = inconclusive; / = no result given. Rows were taken by chance. Share with any hit: about 2.3%.
SMILES,AddAB inh,HTR5A ag ctr,phage Ecoli inh,CDK5 inh,Mot1-301 SUMO,DAGLB inh,PKA-R2B act,PKA-R1A act,Ecoli viability,Tat transport,HTR5A inv ctr
Cc1ccc(Cl)cc1N1CCN(S(=O)(=O)c2c(C(=O)N3CCOCC3)c(C)n(C)c2C)CC1,3.2,0,4.5,1.0,-5,0,8,3,-1.4,-4,0
CCCN1CC(O)=C(C#N)C1=O,-0.5,1,-0.3,0.4,136,0,-2,-16,1.9,-8,-3
Cc1c(Cl)ccc2c(C(=O)O)cc(-c3ccccc3)nc12,2.5,-5,-2.8,-2.1,0,8,-8,0,0.5,1,13
O=C(CN1CCOCC1)NNC(=O)c1ccc([N+](=O)[O-])cc1,2.0,10,2.9,1.7,4,-2,1,-10,-0.2,-3,5
CCOC(=O)C1C(=O)CC(C)(O)C(C(=O)OCC)C1c1ccccc1OC (stereo unspecified),0.0,0,2.0,2.2,204,0,13,6,-3.2,1,1
O=[N+]([O-])c1cc(C(F)(F)F)ccc1N1CCN(S(=O)(=O)c2ccc3ccccc3c2)CC1,2.8,1,-1.6,0.1,135,-11,-1,-27,0.4,-1,31
Cc1ccc(C)c2sc(NC(=O)c3nc4ccccc4s3)nc12,-2.1,2,2.4,-1.1,192,-3,0,6,0.5,-5,-39
CCC(C)(C)NC(=O)CN(C(=O)CCC(=O)Nc1nccs1)c1cccc(C)c1C,0.0,-7,1.4,0.8,10,1,-5,2,0.1,-2,-16
COC(=O)c1ccc(N2NC(=O)/C(=C/c3cc(OC)c(OC)c(OC)c3)C2=O)cc1,-0.7,-4,-0.1,-0.2,9,11,-8,2,-0.9,-1,13
O=S(=O)(Nc1ccc(Cl)cn1)c1ccc2c(c1)OCCO2,0.4,3,1.2,0.4,-4,1,-3,-1,-0.1,2,1
Cc1c(-c2cccc(Cl)c2)nc2ccccc2c1C(=O)OCC(=O)Nc1ccc2c(c1)OCO2,1.9,-4,1.5,0.7,-1,-6,-13,-7,-1.1,-5,-13
COc1ccc(NC2CCCN(C(=O)C3(C)CCCCC3)C2)cc1OC (stereo unspecified),1.9,4,2.8,-7.8,-5,2,4,-13,-0.5,-9,8
O=C(Nc1cc([N+](=O)[O-])ccc1C(=O)NCCN1CCOCC1)c1ccccc1,3.5,-2,2.1,-0.7,-7,4,-2,-16,-1.2,-1,13
Cc1noc(C)c1NC(=O)N(C)C[C@H]1Oc2ccc(NC(=O)NC3CCCCC3)cc2C(=O)N([C@H](C)CO)C[C@@H]1C,3.4,4,3.9,-2.0,-21,4,-12,3,-1.3,0,-11
CCc1ccc(NC(=O)Nc2cc(C(=O)NCC3CCCO3)ccc2N2CC3CC(C2)c2cccc(=O)n2C3)cc1 (stereo unspecified),3.2,0,2.1,/,15,-1,-8,4,-0.2,?,-52
O=C1C(=O)N(CCN2CCOCC2)C(c2ccccn2)/C1=C(/O)c1ccc(Cl)cc1 (stereo unspecified),-0.5,2,2.1,-1.3,1,2,-7,1,-1.9,-1,-17
CN(C1CCCCC1)S(=O)(=O)c1ccc(=S)[nH]c1,0.6,-2,1.8,3.6,38,-2,-10,-7,-0.9,6,7
CC(=O)N/C(=C/c1ccc(Cl)cc1)C(=O)NCCc1c[nH]c2ccccc12,1.4,3,1.4,1.3,114,2,4,4,-0.8,8,-6
CCc1nc2cc3sc(CC)nc3cc2s1,1.4,2,-2.1,2.1,-10,-4,-12,-13,-1.2,?,-6
Cc1nc2sccn2c1-c1csc(NCc2ccccc2)n1,2.6,3,0.6,0.7,12,2,-2,-8,1.6,-2,-4
COc1ccc(CNC(=O)C2CCN(C(=O)c3cccc(Cl)c3)CC2)cc1,2.9,-1,4.0,1.0,-1,6,0,-17,0.3,-5,-1
CC1(C)Cc2cccc(C(=O)NC3CCN(Cc4ccccc4)CC3)c2O1,-0.6,1,-1.0,0.3,-13,-7,-3,2,-1.3,-7,-22
CCN1C(=O)[C@H]2[C@@H](c3ccc(-c4ccc5c(c4)OCO5)c(OC)c3)N[C@@](C)(C(=O)OC)[C@H]2C1=O,-0.7,6,3.4,1.4,75,-2,7,4,-0.9,-1,-11
CCCn1c(C(C)Nc2nc(-c3ccc(OC)cc3)cs2)nc2ccccc21 (stereo unspecified),0.9,2,1.3,0.1,-9,-4,0,-2,-2.2,5,3
CN(C)CCCNC(=S)Nc1ccc(Br)cc1,4.0,-2,5.2,2.1,14,1,1,-10,1.0,11,6
C#CCOCCOCCOCCNc1nc(N2CCN(C(=O)[C@H](CC(N)=O)n3cc([C@@H](N)CC(N)=O)nn3)CC2)nc(N2CCN(C(=O)[C@H](CC(N)=O)n3cc([C@@H](N)CC(N)=O)nn3)CC2)n1,1.4,2,0.5,-0.4,-20,-1,1,-1,-0.7,-7,-7
O=C(O)CCCC(=O)Nc1cccc(-c2nc3ccccc3[nH]2)c1,1.6,2,1.8,4.0,5,1,2,4,2.9,-2,-6
C#CCOCCOCCOCCNc1nc(N2CCOCC2)nc(N2CCN(C(=O)[C@H]([C@@H](C)CC)n3cc(CCCCN)nn3)CC2)n1,-1.4,10,0.8,-0.9,-13,0,11,9,-2.4,4,-29
CNCC/C=C1/c2ccccc2CSc2ccccc21,2.2,-1,2.4,-0.7,4,-3,-6,5,0.4,3,11
O=C(Cn1cc(C(F)(F)F)ccc1=O)N/N=C/c1ccccc1,-0.2,-2,3.8,-1.0,16,0,-1,-8,-1.4,-9,6

# Overlap with the part before: 6 entries, followed by the next part.
SMILES,AddAB inh,HTR5A ag ctr,phage Ecoli inh,CDK5 inh,Mot1-301 SUMO,DAGLB inh,PKA-R2B act,PKA-R1A act,Ecoli viability,Tat transport,HTR5A inv ctr
CN(C)CCCNC(=S)Nc1ccc(Br)cc1,4.0,-2,5.2,2.1,14,1,1,-10,1.0,11,6
C#CCOCCOCCOCCNc1nc(N2CCN(C(=O)[C@H](CC(N)=O)n3cc([C@@H](N)CC(N)=O)nn3)CC2)nc(N2CCN(C(=O)[C@H](CC(N)=O)n3cc([C@@H](N)CC(N)=O)nn3)CC2)n1,1.4,2,0.5,-0.4,-20,-1,1,-1,-0.7,-7,-7
O=C(O)CCCC(=O)Nc1cccc(-c2nc3ccccc3[nH]2)c1,1.6,2,1.8,4.0,5,1,2,4,2.9,-2,-6
C#CCOCCOCCOCCNc1nc(N2CCOCC2)nc(N2CCN(C(=O)[C@H]([C@@H](C)CC)n3cc(CCCCN)nn3)CC2)n1,-1.4,10,0.8,-0.9,-13,0,11,9,-2.4,4,-29
CNCC/C=C1/c2ccccc2CSc2ccccc21,2.2,-1,2.4,-0.7,4,-3,-6,5,0.4,3,11
O=C(Cn1cc(C(F)(F)F)ccc1=O)N/N=C/c1ccccc1,-0.2,-2,3.8,-1.0,16,0,-1,-8,-1.4,-9,6
NNC(=O)CSc1ncc(-c2ccccc2)[nH]1,1.6,-1,1.5,-7.6,1,-1,-15,-3,-0.8,14,-19
CC(C)(C)NC(=O)c1ccc(COCC(F)(F)F)o1,2.9,1,0.9,3.0,-1,-4,-8,-8,-0.5,7,-17
CC(C)c1ccc(C2=NN(c3ccccc3)C(=O)CC2)cc1,0.8,1,3.6,/,19,-2,-12,-14,-1.7,22,9
COC(=O)c1cnn(-c2ccc(C)c(C)c2)c1-n1cccc1,0.7,-3,2.5,-2.4,-14,-4,7,-9,-3.2,12,1
Cc1csc(NC(=O)CSc2nc3[nH]c(=O)cc(O)c3s2)n1,/,1,4.7,3.9,/,2,-6,0,/,0,-3
CC(C)CCC(C(=O)O)C(C)CC(=O)NC1CCCCC1 (stereo unspecified),0.8,-2,2.8,0.9,3,0,-13,-5,0.8,-13,2
O=C(C=P(c1ccccc1)(c1ccccc1)c1ccccc1)c1ccccc1-c1ccccc1C(=O)C=P(c1ccccc1)(c1ccccc1)c1ccccc1,/,2,2.6,1.2,/,5,-2,2,/,-4,-8
CC(C(=O)Nc1ccc(F)cc1Cl)N(C)CCOc1ccccc1 (stereo unspecified),-1.2,7,4.5,-1.4,-4,-14,5,-11,-0.7,5,-28
O=C(Cc1ccccc1)NCc1n[nH]c(=S)n1-c1ccccc1,3.1,-2,3.1,1.6,-3,-1,-1,-8,-0.8,-5,4
Cc1ccc(OCC(=O)NNC(=O)c2ccccc2OCc2c(C)noc2C)cc1,-1.0,-4,-1.6,0.2,94,2,-19,-19,-1.5,-7,-5
Cc1cc(C)n(CCn2nc(C)cc2C)n1,4.1,9,2.3,-0.2,-15,-1,-7,3,-0.4,0,-22
COc1cccc(N2C(=O)C3C(C2=O)C3(c2ccccc2)c2ccccc2)c1 (stereo unspecified),1.7,-1,3.1,1.1,20,-4,2,2,-0.8,9,10
O=C(NNC1CC(c2ccccc2)=NN1C(=O)c1ccccc1)c1ccccc1 (stereo unspecified),1.2,0,0.1,-7.4,0,3,-4,4,-2.8,-1,1
N#Cc1sc2nc(C3CC3)cc(-c3ccc(Cl)cc3)c2c1N,1.2,2,5.1,-3.1,74,-11,-3,-6,3.4,-3,29
Cn1c(=O)[nH]c(=O)c2c1nc(SCc1ccccc1Cl)n2CC(N)=O,0.2,/,1.8,1.1,86,0,0,-4,-1.1,1,/
NC(=O)c1cc2cc(Cc3ccccc3Cl)ccc2oc1=O,-0.7,6,1.4,-0.4,153,3,-6,-13,0.4,-9,-46
CCN(Cc1ccccc1)C(=O)COC(=O)c1cnc(C)cn1,-0.2,3,3.6,0.3,-5,2,2,5,2.2,3,-15
CCN(CC)CCCN(C(=O)c1ccccc1F)c1nc(-c2ccc(OC)cc2)cs1,3.0,-3,0.4,-0.4,-3,0,-2,13,-0.5,-6,11
Cc1ccc(S(=O)(=O)N2CCCC2)cc1C(=O)Nc1ccc(-n2cnnn2)cc1,4.2,13,6.0,-0.7,-5,-5,2,-1,1.0,14,-31
COC(=O)c1ccc(CSc2nnc(Nc3ccc(OC)cc3)s2)o1,-0.5,-2,2.6,0.1,80,1,-6,-4,-1.7,-2,12
C[C@@H]1CCC2[C@](C)(CO)[C@@H](O)CC[C@]2(C)[C@@]12CC[C@@](CO)(CC(=O)O)O2 (stereo partly specified),-0.6,-2,0.2,-1.8,22,-1,6,-3,1.1,-7,7

# Compound activity as filed in PubChem BioAssay.
